Shiga inhibitor: blocks Shiga toxin action in Vero cells; inhibition, % at 38.7 µM; AID 2315; 290,000 compounds, 9.2% hits; Vero cells, Shiga toxin protein synthesis inhibition reporter; in the data active means inhibition mostly above about 28%, no sharp cut-off; inactive means mostly below about 43%; further: 0% is about no effect
Cycloheximide cs: counter-screen for Shiga toxin inhibitors: cycloheximide protein synthesis inhibition | cell reporter, cycloheximide protein synthesis inhibition counterscreen | max response, % | 300,000 compounds, 12% hits | AID 2314; in the data active means max response mostly above about 13%, no sharp cut-off; inactive means mostly below about 14%; further: read at 38.3 µM for the half of the compounds with a filed dose; 0% is about no effect
AmpC no deterg: blocks E. coli AmpC beta-lactamase in detergent-free assay | P00811 | AmpC nitrocefin hydrolysis, absorbance 480 nm, 0.0001% Triton | Potency, µM (series often up to 57.1 µM), without a hit: at the top dose activity change, negative = inhibition, actives largely listed as inhibitors | 330,000 compounds, 0.52% hits;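 further: potency means the concentration at half of the fitted maximal effect; plate controls were no compound for no effect and no enzyme for full effect; nearly all actives have a fitted effect of over 20% in size; some results filed as inactive show a strong effect at the top dose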
Target sequence (P00811 whole entry, looked up): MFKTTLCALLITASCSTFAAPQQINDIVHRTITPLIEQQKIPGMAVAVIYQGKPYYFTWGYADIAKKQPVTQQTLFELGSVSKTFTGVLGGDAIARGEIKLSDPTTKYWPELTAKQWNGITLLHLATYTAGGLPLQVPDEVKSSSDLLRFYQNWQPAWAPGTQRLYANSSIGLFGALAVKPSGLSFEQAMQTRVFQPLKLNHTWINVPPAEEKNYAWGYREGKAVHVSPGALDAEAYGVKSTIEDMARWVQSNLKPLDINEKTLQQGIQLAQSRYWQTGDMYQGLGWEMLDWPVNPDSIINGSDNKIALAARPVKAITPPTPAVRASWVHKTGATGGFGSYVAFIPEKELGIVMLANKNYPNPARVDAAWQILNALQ
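20 mM phosphate pH 7.0 + 0.01% (detergent screen) or 0.0001% Triton X-100; 5.3 nM AmpC reagent; cpd preinc 15 min RT; nitrocefin (800 uM stock) to start; A480 q20 s × 4 min; Activity was normalised to no-enzyme and no-compound control wells.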
LmPK inhibitor: LmPK (Leishmania mexicana) enzyme inhibition. Potency, µM (top dose mostly 57.5 µM), inactives show at the top dose activity change, negative = inhibition, hits mostly inhibitors. AID 1721. 290,000 compounds, 0.37% hits. Q27686. purified LmPK, Kinase-Glo ATP luminescence, 1 h; further: potency means the concentration at half of the fitted maximal effect; on the % scale 0 is the no-effect control and ±100 the full control effect
Target sequence (Q27686 whole entry, looked up): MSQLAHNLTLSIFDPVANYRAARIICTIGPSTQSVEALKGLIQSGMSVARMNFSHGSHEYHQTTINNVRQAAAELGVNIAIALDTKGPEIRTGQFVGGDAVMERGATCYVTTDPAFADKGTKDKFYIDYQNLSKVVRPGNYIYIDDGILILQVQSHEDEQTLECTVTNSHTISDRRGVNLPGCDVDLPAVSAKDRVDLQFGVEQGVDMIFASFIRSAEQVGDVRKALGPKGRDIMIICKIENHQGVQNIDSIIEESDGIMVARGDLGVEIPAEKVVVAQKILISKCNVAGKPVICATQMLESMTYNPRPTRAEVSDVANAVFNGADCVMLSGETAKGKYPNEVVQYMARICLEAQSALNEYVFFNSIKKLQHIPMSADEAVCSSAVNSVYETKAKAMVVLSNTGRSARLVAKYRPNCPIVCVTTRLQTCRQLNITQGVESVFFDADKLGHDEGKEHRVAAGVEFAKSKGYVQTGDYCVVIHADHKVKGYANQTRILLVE
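ATP generated from ADP (0.1 mM) and PEP (0.5 mM) by 0.1 nM LmPK over 1 h at room temperature (pH 7.2 imidazole buffer) was detected by coupled luciferase luminescence. Values were normalized to uninhibited and no-enzyme wells.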
Pf growth 48h: P. falciparum growth inhibition at 48 hours (one generation); 310,000 compounds, 5.9% hits; P. falciparum luciferase growth in erythrocytes, 48 h; Potency, µM (doses to about 28.7 µM), without a hit: at the highest dose activity change, negative = inhibition, hits mostly inhibitors; further: potency means the concentration at half of the fitted maximal effect; on the % scale 0 is the no-effect control and ±100 the full control effect
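Cell-based growth assay: transgenic P. falciparum expressing firefly luciferase, cultured in red cells within RPMI 1640 containing 0.5% w/v Albumax, 24 mM bicarbonate and gentamycin. A drop in luciferase activity indicates inhibition.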
TbPYK inhibitor: inhibitors of Trypanosoma brucei pyruvate kinase | TbPYK enzyme, Kinase-Glo Plus ATP luminescence, 45 min | 410,000 compounds, 0.12% hits | Potency, µM (titrated, usually from 76.8 µM), without a hit: at the highest dose activity, negative = inhibition, actives largely listed as inhibitors; further: potency means the concentration at half of the fitted maximal effect; on the % scale 0 is the no-effect control and ±100 the full control effect; nearly all actives have a fitted effect of over 50% in size
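ADP (130 uM final) triggers the TbPYK reaction after compound addition; incubation is 45 min at room temperature. Kinase-Glo Plus is then added and luminescence imaged. Normalized data are fitted to concentration-effect curves.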
Pf growth 96h: inhibits malaria parasite growth, 96 h; P. falciparum luciferase reporter growth, 96 h; Potency, µM (highest dose often 28.7 µM), without a hit: at the highest dose activity change, negative = inhibition, hits mostly inhibitors; 320,000 compounds, 6.9% hits; further: potency means the concentration at half of the fitted maximal effect; on the % scale 0 is the no-effect control and ±100 the full control effect
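Plates of compound plus infected erythrocytes (2% hematocrit, 0.05% parasitemia final) incubate 96 hours, 37 C, 5% CO2. Detection reagent added; reduced luminescence from the parasites' luciferase reporter flags inhibition.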
* hit, by the source's call; u = inconclusive; x = not tested or not shown; [ ] = dose if it differs, or a comment. Unless noted, the call rests on the fitted dose curve; in most records, active means well fitted curve in the direction sought with a large enough effect; inconclusive means small, poorly fitted or top-dose-only effect, or another doubt; inactive means no such curve, though single readings can be large; an effect the other way counts as inactive or inconclusive. Outcome played no part in choosing rows; 22% or so of the library scored in one or more.

SMILES | Shiga inhibitor | Cycloheximide cs | AmpC no deterg | LmPK inhibitor | Pf growth 48h | TbPYK inhibitor | Pf growth 96h
CCOC(=O)c1csc(NC(=O)c2ccc(S(=O)(=O)N3CCCC3)cc2)n1 | -24 | -2 | -1% | 9% | x | 0% | 5%
Cc1ccc(Nc2nc3nonc3[nH]c2=O)cc1Cl | 84 | 6 | -30% | 6%[11.5 µM] | u | -11% | 0%
Clc1cnc(N/N=C/c2ccncc2)c(Cl)c1 | 49* | 16* | -1% | 3% | 30%[activator] | -4% | 3%
CNc1[nH]ncc1[N+](=O)[O-] | 120* | 40* | -2% | 7% | 264%[activator] | -5% | 330%[activator]
O=C(COC(=O)CCNS(=O)(=O)c1ccccc1F)Nc1nnc(-c2ccccc2)o1 | x | x | -23% | x | u | -3% | u
N#CCCN1CCCN(CCC#N)CCN(CCC#N)CCCN(CCC#N)CC1 | -12 | -3 | -9% | -3% | 3% | -4% | 36%[activator]
Cc1nnc(SCC2=C(C(=O)O)N3C(=O)C(NC(=O)COc4ccc(F)cc4)C3SC2)s1 (centres undefined) | x | x | 3% | x | -15% | -19% | u
Cc1cccc(N2CC(O)(c3cccs3)[N+]3=C2CCCC3)c1 (centres undefined) | -5 | -3 | -9% | 6%[11.5 µM] | 1% | 1% | -72%
CC1(c2ccccc2)NC(=O)N(CC(=O)Nc2cc(Cl)ccc2N2CCOCC2)C1=O (centres undefined) | x | x | 83%[activator] | x | u | -6% | u
C=CCNc1ccc(C(=O)O)cc1 | 10 | -1 | -17% | 0% | 31%[activator] | 2% | u
c1ccc(NCc2cccnc2)cc1 | -15 | -2 | -9% | -2% | -1% | 6% | 7%
O=C(COc1ccccc1)N/N=C/c1ccc2c(c1)OCO2 | 24 | 6 | u | 8% | 12% | 5% | 361%[activator]
Cc1nn2c(N3CCOCC3)c3c(nc2c1-c1ccccc1)CCCC3 | -3 | -1 | -16% | 0% | u | -1% | -12%
COc1ccc(Nc2ncnc3c2c(C)c(C)n3CCO)cc1 | 72* | 48* | 1% | -1% | 131%[activator] | -6% | 270%[activator]
COc1ccc(OC)c(-n2c(CN3CCC(C(N)=O)CC3)nc3ccccc3c2=O)c1 | -7 | -1 | 27% | 1% | 20% | 1% | 19%[5.75 µM]
CCOc1ccc(S(=O)(=O)N2CCN(C(=S)NCC3CCCO3)CC2)cc1 (centres undefined) | x | x | u | x | 5.2µM* | -1% | 2.9µM*
CCCCn1c(=O)[nH]c(=O)c2c1nc(CN(C)Cc1cccc(OC)c1OC)n2CCC | -6 | -2 | 44% | -4% | 10%[0.00184 µM] | 0% | u
COc1cc(C(=O)NNC(=O)c2cc(-c3ccccc3)n[nH]2)cc(OC)c1C | x | x | -26% | x | u | 1% | u
CN1CCN(S(=O)(=O)c2ccc3c(c2)C(C)(C)C(=O)N3C)CC1 | 9 | 5 | -8% | -4% | 23% | -3% | 17%
CN=C1S/C(=C\c2ccc(Cl)cc2)C(=O)N1C | 26 | 6 | -16% | -2% | 17% | 8% | 56%[activator]
COc1cccc(NC(=O)CNC(=O)[C@@H]2Cc3ccccc3CN2C(=O)OC(C)(C)C)c1 | -10 | -2 | 49% | 13% | u | 1% | -20%
CCOc1ccc(N2C(=O)C(CC(=O)Nc3ccccc3)N(Cc3ccccn3)C2=S)cc1 (centres undefined) | 16 | -3 | 128%[activator] | 14% | u | -21% | 9.3µM*
FC(F)C(F)(F)C(F)(F)C(F)(F)c1cc(-c2ccccc2)n[nH]1 | 73 | 22* | 1% | 7% | 18% | 0% | 1%
CCCCNC(=O)Cn1nc(Cc2ccncc2)c2ccccc2c1=O | -10 | -2 | 1% | 6% | 36%[activator] | 1% | 9.3µM*
Cc1ccc(S(=O)(=O)N2CCC(C(N)=O)CC2)cc1C(=O)NC1CCCCC1 | x | x | -11% | x | 1% | -2% | 0%
COc1ccccc1CN1CN(S(=O)(=O)c2ccccc2)c2nc3ccccc3nc21 | 110* | 31* | -28% | 7% | u | 2% | u
c1cncc(-c2nnc(SCc3cccc4ccccc34)o2)c1 | -8 | -3 | 42%[activator] | 1% | x | 2% | 16%
O=C(CN1CCC(C(=O)c2ccc3c(c2)OCCO3)CC1)NCc1ccc(F)cc1 | -2 | 2 | 77%[activator] | -6% | 0% | 5% | 22%
CCOc1ccc(/C=N/n2nnnc2N)cc1OCC | -21 | -1 | -12% | 4% | u | 1% | -13%
Cc1nn(C)c(C(=O)NN)c1Cl | -18 | -2 | -14% | -3% | 47%[activator] | 0% | -19%
CC(=O)Nc1ccc(-c2cc(N)n(-c3ccccc3)n2)cc1 | 69* | 64* | -16% | 16µM* | 90%[activator] | -27% | 118%[activator]
CCOc1ccc(Cc2nnc(SCC(=O)Nc3c(C)cccc3C)[nH]c2=O)cc1 | x | x | -7% | x | 1% | 6% | -2%
O=C(N=C1SC2CS(=O)(=O)CC2N1c1ccccc1F)C1CCCCC1 (centres undefined) | -4 | -4 | 19% | 8% | 9% | 3% | 2%
COc1cc(NC(=O)c2cccc(C)c2)c(OC)cc1NC(=O)CN1CCOCC1 | -15 | 7 | 155%[activator] | 9% | u | 10% | -1%
CC[N+]12CCC(CC1)C(C(O)(c1ccccc1)c1ccccc1)C2 (centres undefined) | 16 | 8 | -1% | -12% | u | -10% | u
COc1ccccc1NC(=O)Nc1nc(CC(=O)Nc2cccc(F)c2)cs1 | x | x | -31% | x | 4.1µM* | 1% | 2.1µM*
Cc1ccc(/C=N/n2c(C)cc(C)c(C#N)c2=O)o1 | 1 | -2 | -4% | -2% | 27% | -1% | 6%
O=c1c(-c2ccc(Br)cc2)coc2c(CN3CCOCC3)c(O)ccc12 | 35* | 22* | -6% | 2% | 2.6µM* | 4% | u
Cc1cc(O)c(/C=N/Nc2ccc(F)cc2)c(=O)o1 | -1 | 0 | 1% | 1% | 88%[activator][5.75 µM] | -1% | 90%[activator][5.75 µM]
CCN1CCCC1CNC(=O)c1ccc(CS(=O)(=O)c2ccccc2C)o1 (centres undefined) | -6 | 0 | -12% | -5% | -2% | 10% | u
O=C1CCCN1c1ccc(S(=O)(=O)Nc2cccnc2)cc1 | -16 | -3 | -19% | -1% | 7% | 3% | u
Cc1c(Cl)cccc1NC(=S)NC1CCCC1 | 8 | -3 | -16% | -1% | u | 1% | u
Cc1cccc(-n2c(SCC(=O)Nc3nnc(C)s3)nnc2-c2ccoc2C)c1 | -11 | -4 | 26% | 1% | u | -7% | 25%
CCOC(=O)c1c(NC(=O)CSc2nnc(-c3ccccc3)n2CC)sc(C(C)=O)c1C | -25 | -12 | 80%[activator] | 2% | u | u | u
CCN(CC(=O)NCc1ccc(F)cc1)C(=O)c1ccc(C(=O)c2ccccc2)cc1 | 10 | 7 | 38% | 6% | 2% | -2% | 0%
CN1CCCC1CCNc1ccc2c(=O)c3ccccc3oc2c1 (centres undefined) | 33 | 41* | 11% | 2% | 44%[activator] | 0% | 152%[activator]
COc1ccc(C(=O)NCc2nnc(SCC(=O)N3CCc4ccccc43)n2Cc2ccccc2)cc1 | -6 | -5 | -31% | 2% | -10% | 4% | 19%
COc1ccc(C(C(=O)NCC2CCCO2)N(C(=O)CNC(=O)c2cccs2)c2ccccc2)cc1OC (centres undefined) | -5 | -3 | 39% | 2% | 5% | -8% | 34%[activator]
COCCOC(=O)c1c(C)oc2ccc(OC(=O)c3ccc4c(c3)OCO4)cc12 | 10 | 1 | 41% | 3% | 11% | -6% | 49%[activator]
Clc1ccc(Cn2cc(Br)cn2)cc1Cl | -7 | 2 | -24% | -10% | 1% | -2% | 34%[activator]

Structural class, the entries above with a cyano group.
SMILES | Shiga inhibitor | Cycloheximide cs | AmpC no deterg | LmPK inhibitor | Pf growth 48h | TbPYK inhibitor | Pf growth 96h
N#CCCN1CCCN(CCC#N)CCN(CCC#N)CCCN(CCC#N)CC1 | -12 | -3 | -9% | -3% | 3% | -4% | 36%[activator]
Cc1ccc(/C=N/n2c(C)cc(C)c(C#N)c2=O)o1 | 1 | -2 | -4% | -2% | 27% | -1% | 6%

Next structures
SMILES | Shiga inhibitor | Cycloheximide cs | AmpC no deterg | LmPK inhibitor | Pf growth 48h | TbPYK inhibitor | Pf growth 96h
Oc1ccc(Br)cc1C=Nc1cccn2cc(-c3ccccc3)nc12 | 81* | 35* | -17% | u | 279%[activator] | -10% | u
CCCSc1nc(-n2ncc(C#N)c2N)c2c3c(sc2n1)CCC(C)C3 (centres undefined) | 3 | -3 | 2µM* | -1% | x | 1% | u
COc1cccc(CNC(=O)C(=O)NCC2CCCN2S(=O)(=O)c2cc(C)ccc2C)c1 (centres undefined) | x | x | 4% | x | -2% | -1% | -30%
CN1CCN(C(=O)CSc2nc(-c3cccs3)cc(-c3cccs3)c2C#N)CC1 | -6 | -1 | 122%[activator] | 1% | u | 1% | 2.1µM*
Fc1ccc(C2=CC(c3cccs3)n3nnnc3N2)cc1 (centres undefined) | 59* | 27* | -14% | -1% | 25% | 0% | 20%
Cc1ccnn1CCC(=O)N1CCCC(N2CCN(c3cccc(Cl)c3)CC2)C1 (centres undefined) | 10 | 6 | 182%[activator] | -8% | -3% | -4% | -6%
N/C(=N\OC(=O)CCCc1ccccc1)c1ccc([N+](=O)[O-])cc1 | 10 | -1 | -23% | -1% | 32%[activator] | -5% | -9%
COc1ccc(CN(CC(=O)NCC2CCCO2)C(=O)CCC(=O)Nc2cc(C)ccn2)cc1 (centres undefined) | 12 | -4 | 10% | 0% | -1% | 0% | 37%[activator]
CCCC(=O)Nc1ccccc1NC(=O)CN(C)S(=O)(=O)c1ccccc1 | -7 | -1 | -15% | 0% | 2% | -5% | x
COc1ccccc1NC(=O)N1CCC(NC(=O)C2CCCCC2)CC1 | 10 | -7 | 1% | -5% | 1% | 7% | 27%
COC(=O)[C@H](Cc1ccccc1)NC(=O)[C@@H](N)CC(=O)OCc1ccccc1 | x | x | 0% | x | 27% | 0% | 37%[activator]
O=C(NCc1ccco1)c1cc([N+](=O)[O-])ccc1N1CCCCC1 | 23 | -4 | 12% | 3% | 4% | u | u
O=[N+]([O-])c1cccc(N=NN(CCO)c2cccc([N+](=O)[O-])c2)c1 | -8 | -2 | -20% | 2% | -13% | 0% | x
O=C1CCCC2=C1C(c1cccs1)n1ncnc1N2 (centres undefined) | 12 | -4 | -16% | -11% | -3% | -20% | x
COc1ccc2nc(NC(=O)C3=NN(c4ccccc4)C(=O)CC3)sc2c1 | 27 | 18* | -15% | -1% | 41%[activator] | -20% | u
Cc1ccc(C)c(CN2CCCNC2=O)c1 | 32 | 23 | -22% | -1% | 36%[activator] | 1% | x

2 entries picked at random from those above:
SMILES | Shiga inhibitor | Cycloheximide cs | AmpC no deterg | LmPK inhibitor | Pf growth 48h | TbPYK inhibitor | Pf growth 96h
COc1ccc2nc(NC(=O)C3=NN(c4ccccc4)C(=O)CC3)sc2c1 | 27 | 18* | -15% | -1% | 41%[activator] | -20% | u
Cc1ccc(C)c(CN2CCCNC2=O)c1 | 32 | 23 | -22% | -1% | 36%[activator] | 1% | x

From PubChem
